From PubChem BioAssay
HTR5A inv ctr – HTR5A inverse agonists in luminescence cell assay, primary screen, counter-screen for OPRM1-OPRD1 heterodimer inverse agonist project, full-deck HTS; 5-hydroxytryptamine receptor 5A (Homo sapiens), P47898; HTR5A cell line, inverse agonism; inhibition, % at 9.3 µM; hit rate 0.083% among 340,000; AID 504634, 2011; in the data active = inhibition mostly above about 23%, no sharp cut-off; inactive = mostly below about 18%;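 also: 0% = cells with DMSO and 100% = no-cell wells with DMSO; some compounds called inactive have numbers as strong as hits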
phage Ecoli inh – growth loss of phage-infected E. coli, primary screen, RecBCD inhibitor project, absorbance, with phage, HTS; hit rate 0.26% among 360,000; AID 651602, 2012; inhibition, % at 11.9 µM; in the data active = inhibition above about 11%
Tat export inh – E. coli Tat export inhibitors, primary screen, MC4100, TorA-mCherry reporter, fluorescence, single point. hit rate 0.036% among 340,000. inhibition, % at 10 µM. AID 488895, 2010;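 active = mean replicate inhibition at least 50% and at least half of replicates individually reaching 50%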;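 also: exported cargo escapes ClpAP degradation while cytoplasmic cargo is degraded and loses fluorescence; 0% = median of neutral control wells and 100% = median of NaSCN control wells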
AddAB inh – growth inhibition of E. coli expressing H. pylori AddAB, primary screen, AddAB inhibitor project, absorbance. inhibition, % at 11.9 µM. hit rate 0.29% among 330,000; in the data active = inhibition above about 12%;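 also: 0% = vehicle wells of infected cells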
Mot1-301 SUMO – yeast Mot1-301 growth rescue at high temperature, primary screen, SUMOylation pathway inhibitor project, S. cerevisiae, ATP luminescence, 38.5C | S. cerevisiae Mot1-301 growth rescue; percent above DMSO median, 100 means doubled | hit rate 1% among 320,000 | growth rescue, % at 18.8 µM;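 active = every valid replicate shows activation above 250% relative to neutral control wells; inactive = the rest, any valid replicate at or below 250%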;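 also: OY570 slx delta 5 strain wells were the positive control but not used for scaling; some compounds called inactive have numbers as strong as hits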
CDK5 inh – inhibitors of human CDK5/p35 kinase, primary screen, biochemical, single concentration | Cyclin-dependent kinase 5 (Homo sapiens) + Cyclin-dependent kinase 5 activator 1 (Homo … | Recombinant CDK5/p35, ADP-Glo luminescence, 60 min | inhibition, % at 10 µM | hit rate 0.01% among 330,000;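 active = highest replicate inhibition of at least 50% and at least 75% of replicates reaching 50%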;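 also: plate controls were DMSO neutral control for no effect and GW8510 at 10 µM for full effect; many of its hits are not listed in these tables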
Target sequence (Q00535 whole entry, looked up): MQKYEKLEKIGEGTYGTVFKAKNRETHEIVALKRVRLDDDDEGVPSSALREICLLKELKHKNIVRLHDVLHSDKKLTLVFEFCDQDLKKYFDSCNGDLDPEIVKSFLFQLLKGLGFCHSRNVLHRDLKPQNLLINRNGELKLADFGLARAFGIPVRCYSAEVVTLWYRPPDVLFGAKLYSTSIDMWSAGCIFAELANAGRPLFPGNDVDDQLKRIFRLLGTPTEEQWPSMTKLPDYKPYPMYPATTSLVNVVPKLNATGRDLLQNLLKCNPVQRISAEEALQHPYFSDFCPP
Target sequence (Q15078 whole entry, looked up): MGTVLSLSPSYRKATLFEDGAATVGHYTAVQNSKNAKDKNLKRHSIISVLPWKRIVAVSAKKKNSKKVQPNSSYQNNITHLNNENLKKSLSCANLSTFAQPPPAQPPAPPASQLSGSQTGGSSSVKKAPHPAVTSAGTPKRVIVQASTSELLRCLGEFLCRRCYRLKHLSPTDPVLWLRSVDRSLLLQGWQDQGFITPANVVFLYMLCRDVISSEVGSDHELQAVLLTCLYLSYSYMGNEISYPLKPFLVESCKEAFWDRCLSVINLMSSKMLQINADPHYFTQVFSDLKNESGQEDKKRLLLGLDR
PKA-R2B activ – activators of PKA-R2B holoenzyme, primary screen, biochemical, fluorescence polarization, Cy5-IP20, human; PKA-R2B holoenzyme dissociation; R2B truncated from residue 108, S112A mutant; 0% DMSO only, 100% 113 µM cGMP; activation, % at 11.4 µM; hit rate 0.079% among 340,000;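 active = activation above a cutoff set at the mean over all compounds plus 3 SD, cut at about 18% in these data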;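 also: higher means more holoenzyme dissociation and a rise in polarization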
Target sequence (P31323 whole entry, looked up, other chains not shown, the tested form may be a part): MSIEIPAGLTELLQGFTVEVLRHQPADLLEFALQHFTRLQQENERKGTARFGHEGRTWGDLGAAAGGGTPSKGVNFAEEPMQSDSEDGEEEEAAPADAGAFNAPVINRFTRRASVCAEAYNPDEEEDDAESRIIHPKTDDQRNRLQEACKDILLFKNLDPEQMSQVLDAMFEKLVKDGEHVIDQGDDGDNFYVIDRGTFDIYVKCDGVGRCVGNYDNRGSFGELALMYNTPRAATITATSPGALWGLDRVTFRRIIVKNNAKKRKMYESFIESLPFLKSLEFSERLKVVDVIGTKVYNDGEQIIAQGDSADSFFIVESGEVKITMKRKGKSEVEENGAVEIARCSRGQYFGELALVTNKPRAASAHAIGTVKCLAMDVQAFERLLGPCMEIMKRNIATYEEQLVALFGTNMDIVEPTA
HTR5A ag – HTR5A agonists in luminescence cell assay, primary screen, counter-screen for OPRM1-OPRD1 heterodimer agonist project, full-deck HTS | activation, % at 9.3 µM | hit rate 0.61% among 340,000 | AID 504692, 2011 | cell-based | 5-hydroxytryptamine receptor 5A (Homo sapiens), P47898; in the data active = activation mostly above about 9.5%, no sharp cut-off; inactive = mostly below about 7.6%;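 also: 0% = cells with vehicle only and 100% = reference agonist; strong numbers were not always called active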
PKA-R1A act – activators of PKA-R1A holoenzyme, primary screen, biochemical, fluorescence polarization, Cy5-IP20, bovine R1A, mouse PKAc | cAMP-dependent protein kinase type I-alpha regulatory subunit (Bos taurus) + … | PKA-R1A dissociation; scaled: DMSO 0%, 113 µM cGMP 100% | activation, % at 11.4 µM | hit rate 0.083% among 340,000;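 active = percent activation above the mean of all tested compounds plus 3 SD, cut at about 19% in these data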;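 also: higher means more PKAc released from R1A so a rise in polarization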
Ecoli viability – E. coli V3065 growth inhibition, primary screen, counter-screen for AddAB inhibitor project, absorbance, OD600; 18 h; inhibition, % at 11.9 µM; hit rate 0.27% among 330,000; AID 449728, 2010;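 active = inhibition above the campaign's mean inhibition across all tested compounds plus 3 SD, cut at about 9.9% in these data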;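 also: uninfected addAB+ strain grown without phage in ampicillin broth; 0% = DMSO wells and 100% = ciprofloxacin 0.95 µg/ml wells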
DAGLB inhibitor – DAGLB lipase inhibitors, primary screen, biochemical, fluorescence, HTS | inhibition, % at 5.17 µM | HEK293T DAGLB membrane lysate, EnzChek fluorogenic substrate | Diacylglycerol lipase-beta (Homo sapiens), Q8NCG7 | hit rate 0.059% among 340,000 | AID 504411, 2011; in the data active = inhibition above about 34%;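 also: 0% = enzyme with vehicle and 100% = wells lacking enzyme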
Active calls of the source: *; . = no result given. No enrichment for hits (roughly 2.3% active in at least one column).

SMILES	HTR5A inv ctr	phage Ecoli inh	Tat export inh	AddAB inh	Mot1-301 SUMO	CDK5 inh	PKA-R2B activ	HTR5A ag	PKA-R1A act	Ecoli viability	DAGLB inhibitor
COc1ccc(NC(=O)COC(=O)C23CC4CC(CC(O)(C4)C2)C3)cc1Cl	-5	-0.5	-1	2.2	-25	0.1	-4	2	-9	2.1	0
O=C(N[C@@H](Cc1ccc(O)cc1)C(=O)O)c1cccnc1	-14	1.4	3	0.2	9	0.0	-6	5	5	2.1	1
Cc1cccc(-n2ncc3c2CCCC3NC(=O)CCN2CCCO2)c1C (stereo unspecified)	-12	1.2	0	1.2	-12	1.0	-2	-3	-2	-0.8	-1
CCn1nc(C)c(/C=N/NC(=O)c2nc3nc(C)cc(C)n3n2)c1C	-13	3.6	12	1.6	0	2.0	3	16*	10	-1.5	-7
COC(=O)/C(=N/Nc1ccccc1C)N1CCCc2ccccc21	4	1.7	8	-0.6	209	0.5	-6	-2	-6	-0.6	-3
CC(=O)Nc1ccc(S(=O)(=O)NNC(=O)C(=O)NNc2ccccn2)cc1	-4	5.1	-6	0.3	-22	-5.9	2	2	-6	1.8	-2
COc1ccccc1C(=O)NC(=O)COC(=O)c1ncc(Cl)c(Cl)c1Cl	-2	-0.4	-8	4.9	-10	2.5	-1	1	-4	-0.4	2
Cc1ccc2cc3c(=O)n(C)cc(C=O)c3nc2c1	-1	3.5	-2	.	.	1.7	-4	6	-15	.	-1
CCCN(CCC)C(=S)Nc1cc(C(=O)OC)ccc1C(=O)OC	-1	0.3	4	0.8	17	-0.4	-6	1	-9	-2.7	-7
S=C(NC1CCCCC1)N1CCn2cccc2C1c1ccncc1 (stereo unspecified)	-22	3.1	-6	-0.5	-14	0.4	3	-8	9	-0.8	-1
COc1ccc(S(=O)(=O)N2CCC(N3CCCCC3)CC2)cc1	-1	-1.0	2	1.3	684	-1.6	-2	2	0	-1.7	-2
O=C(C1CC1)N1CCC(c2nc(-c3ccc(S(=O)(=O)NCC4CCCO4)cc3)no2)CC1 (stereo unspecified)	-30	0.6	-6	1.0	1	3.7	-5	2	-7	1.6	4
O=C(CCN1C(=O)/C(=C\c2cccs2)SC1=S)Nc1ccccn1	-2	3.8	-2	3.7	4	2.2	-3	1	0	2.9	6
CSCCC(=O)Nc1ccc(C(C)=O)cc1	-10	3.9	1	2.1	5	1.0	3	4	6	2.6	1
[N-]=C=C1C(=O)NC(=O)C([n+]2ccc(-c3ccncc3)cc2)C1c1ccccc1C(F)(F)F (stereo unspecified)	-34	3.2	-3	3.5	202	1.4	0	-4	-8	-2.6	-1
CC12CCC3C(=CCc4cc(O)ccc43)C1CC(=NO)C2O (stereo unspecified)	-10	0.9	-1	.	.	1.5	-3	2	3	.	3
CC(=O)Nc1ccc(N2C(=O)CSC2c2ccccc2[N+](=O)[O-])cc1 (stereo unspecified)	4	1.5	-1	-1.2	-28	-3.7	-2	-1	11	-2.3	0
CCCn1nc(NS(=O)(=O)c2cccc3nonc23)c2cc3cc(C)ccc3nc21	7	2.2	-6	-0.4	-14	0.7	-2	2	8	-1.3	17
COc1ccc(-c2cc(=O)c3c(O)c(OC)c(OC)c(OC)c3o2)cc1	17	1.0	-1	.	.	1.2	-6	-4	1	.	-5
O=C(O)CCC(=O)Nc1cccc(-c2nc3ccccc3o2)c1	-7	-1.0	-3	.	7	-1.7	-3	2	4	.	-4
Cc1ccc(C(=O)COc2cc(O)c3c(=O)cc(-c4ccccc4)oc3c2)cc1	0	1.3	11	1.8	-10	-4.5	-14	2	0	1.2	2
CC(C)C(C)NC(=O)COc1nc2ccccc2nc1N(C)C1CCCCC1 (stereo unspecified)	-13	0.0	-1	2.1	1	2.0	-8	1	6	0.6	-2
CCOc1ccc(Cl)cc1CNc1nnnn1CC	1	-2.7	8	-1.3	464*	-1.3	0	0	-3	-1.3	-1
CCCC[C@@H]1CN=C(N)N1CCCC	8	1.4	-4	5.2	-27	-0.9	-4	5	-2	-0.5	1
O=C(COc1ccc([N+](=O)[O-])cc1)NNC(=O)Nc1ccc([N+](=O)[O-])cc1	-16	2.4	2	3.7	11	1.5	4	-5	2	3.3	1

9 structures already listed, ordered by molar mass, rising:
SMILES	HTR5A inv ctr	phage Ecoli inh	Tat export inh	AddAB inh	Mot1-301 SUMO	CDK5 inh	PKA-R2B activ	HTR5A ag	PKA-R1A act	Ecoli viability	DAGLB inhibitor
CCCC[C@@H]1CN=C(N)N1CCCC	8	1.4	-4	5.2	-27	-0.9	-4	5	-2	-0.5	1
Cc1ccc2cc3c(=O)n(C)cc(C=O)c3nc2c1	-1	3.5	-2	.	.	1.7	-4	6	-15	.	-1
O=C(O)CCC(=O)Nc1cccc(-c2nc3ccccc3o2)c1	-7	-1.0	-3	.	7	-1.7	-3	2	4	.	-4
CCn1nc(C)c(/C=N/NC(=O)c2nc3nc(C)cc(C)n3n2)c1C	-13	3.6	12	1.6	0	2.0	3	16*	10	-1.5	-7
CC(=O)Nc1ccc(N2C(=O)CSC2c2ccccc2[N+](=O)[O-])cc1 (stereo unspecified)	4	1.5	-1	-1.2	-28	-3.7	-2	-1	11	-2.3	0
COc1ccc(-c2cc(=O)c3c(O)c(OC)c(OC)c(OC)c3o2)cc1	17	1.0	-1	.	.	1.2	-6	-4	1	.	-5
O=C(CCN1C(=O)/C(=C\c2cccs2)SC1=S)Nc1ccccn1	-2	3.8	-2	3.7	4	2.2	-3	1	0	2.9	6
CC(C)C(C)NC(=O)COc1nc2ccccc2nc1N(C)C1CCCCC1 (stereo unspecified)	-13	0.0	-1	2.1	1	2.0	-8	1	6	0.6	-2
CC(=O)Nc1ccc(S(=O)(=O)NNC(=O)C(=O)NNc2ccccn2)cc1	-4	5.1	-6	0.3	-22	-5.9	2	2	-6	1.8	-2

The main list resumes with the 2 entries that preceded the break.
SMILES	HTR5A inv ctr	phage Ecoli inh	Tat export inh	AddAB inh	Mot1-301 SUMO	CDK5 inh	PKA-R2B activ	HTR5A ag	PKA-R1A act	Ecoli viability	DAGLB inhibitor
CCCC[C@@H]1CN=C(N)N1CCCC	8	1.4	-4	5.2	-27	-0.9	-4	5	-2	-0.5	1
O=C(COc1ccc([N+](=O)[O-])cc1)NNC(=O)Nc1ccc([N+](=O)[O-])cc1	-16	2.4	2	3.7	11	1.5	4	-5	2	3.3	1
CC1CCN(CC(=O)NCc2ccccc2)CC1	-23	2.3	-11	-0.8	1	-1.9	-1	-6	10	-1.1	1
Cc1ccc(NC(=O)c2cc(S(=O)(=O)N3CCc4ccccc43)cn2C)cc1	3	1.1	-5	4.8	1	0.1	-3	-1	-10	-1.2	-11
COC(=O)c1ccccc1NC(=S)NC(NC(=O)COc1ccccc1)C(Cl)(Cl)Cl (stereo unspecified)	-11	0.8	9	-1.0	-11	1.3	-2	3	-11	0.8	3
COCc1cc(CN2CCCC2)c(O)c2ncccc12	11	4.8	-6	6.2	-2	-2.1	-5	6	-11	4.0	5
Cc1cc(OCC(=O)NC2CC(C)(C)NC(C)(C)C2)c(C)cc1Br	3	0.7	-3	2.1	7	1.0	-12	0	-14	0.6	-1
CCOC(=O)C1CCN(C(=O)c2ccc(C)o2)CC1	-8	1.0	-1	0.6	18	0.1	2	2	-5	-0.2	-3
N#CCN1CCC/C1=C\[N+](=O)[O-]	11	2.1	2	1.4	17	0.5	-1	-4	8	-1.7	1
NC(=S)NN=C(Cc1ccccc1)Cc1ccccc1	-36	0.5	5	-2.0	68	2.0	6	3	-4	-2.2	-2
CCCCCNC(=O)c1ccc2c(=O)[nH]c3c(C(=O)NCC4CCCO4)sc(=S)n3c2c1 (stereo unspecified)	-13	2.3	3	-0.7	-4	-0.4	-6	0	-6	-1.9	21
Cc1cc(C)n(C(=O)c2cccc(S(=O)(=O)N3CCOCC3)c2)n1	10	1.7	-6	0.1	93	0.0	0	4	-1	-0.9	2
Cc1cccc(N2C(=O)CC(Sc3nccc(C)n3)C2=O)c1 (stereo unspecified)	-4	1.5	-5	0.7	-17	0.7	4	1	-5	-1.0	-2
O=C(CSc1ccc2ccccc2n1)c1ccc2c(c1)OCO2	-121	2.7	5	1.8	1	1.4	-2	40*	-6	1.3	-19
COc1cc2c(=O)n(CCC(=O)NCC3CCCO3)c(=O)n(CC(=O)Nc3ccc(C)cc3)c2cc1OC (stereo unspecified)	-5	0.9	-1	2.4	0	0.8	10	2	-1	-1.5	2
O=C(CSc1n[nH]c(-c2cccs2)n1)N1CCCC1	12	2.9	-7	0.5	1	-0.2	17	-5	5	-1.0	-5
O=C(COC(=O)/C=C/c1cccs1)Nc1nc(-c2ccccc2)cs1	2	3.9	-11	-1.0	49	-3.1	12	-1	-3	-2.5	-3
Nc1nnc(C(c2ccccc2)c2ccccc2)s1	-4	2.8	-7	1.2	-11	-0.1	-10	2	6	2.5	-3
COc1cc(NC(=O)COc2cc(O)c3c(c2)OC(C)(C)CC3=O)cc(OC)c1	29	2.8	2	-0.7	-11	2.0	1	1	-12	-0.5	-6
COc1ccc(C)cc1NC(=O)CCNC(=O)Cn1cnc2ccccc2c1=O	-2	1.8	14	1.9	21	-1.9	-1	-6	-4	-0.1	2
CC(C)Nc1nnc(SCC(=O)Nc2ccc3c(c2)C(=O)c2ccccc2C3=O)s1	-14	2.8	7	4.5	20	0.1	16	7	3	-1.0	4
O=c1c(O)c(-c2ccccc2)oc2cc(O)cc(O)c12	-21	7.5	7	6.2	.	1.0	-3	1	-7	3.1	7
COc1cccc(-c2nc(CS(=O)(=O)CC(=O)NCc3ccc4c(c3)OCO4)c(C)o2)c1	4	1.0	4	2.9	-3	1.8	7	0	-1	-1.2	-3
CC(/C=N/Nc1nc2ccccc2[nH]1)=C\c1ccccc1	-5	4.0	-5	2.0	5	-0.3	12	3	1	0.8	0
COc1ccc(CCNS(=O)(=O)c2cccc([N+](=O)[O-])c2)cc1OC	-3	3.0	-1	2.1	-13	-1.2	1	1	-7	-0.9	-1
COc1ccccc1C(=O)C1CCCN(C(=O)C2CCCC2)C1 (stereo unspecified)	1	1.9	-13	0.9	.	-0.3	1	3	-5	0.9	0
O=C(CNC(=O)c1cccc(F)c1)N/N=C/c1cccc([N+](=O)[O-])c1	13	1.9	-12	1.5	-11	1.2	-4	1	1	-2.1	1
Oc1cccc2ccc(/C=C/c3c(F)cccc3Cl)nc12	9	3.5	-2	-1.5	-12	-0.4	3	-4	4	-7.0	-20
CC(C)C(=O)Nc1cccc(C(=O)N2CCCCC2C)c1 (stereo unspecified)	-16	-1.1	13	0.9	-10	-1.7	2	-1	0	0.6	1
